# Screening results deposited in PubChem BioAssay by several laboratories.
# TNAP activators = human TNAP enzyme activators, primary screen, biochemical, luminescent, no phosphate acceptor, uHTS (AID 1001) | purified TNAP, luminescent activation assay, no phosphate acceptor; higher activation fold means a stronger effect | one-dose activation fold at 20 µM; EC50 in µM for titrated hits | 200,000 compounds, 0.03% hits; in the data active = activation fold from about 3, or a potency from the dose series; inactive = the rest, 99 in 100 with activation fold below about 1.6; also: many of its hits are not listed in these tables
# SV40 large T antigen = SV40 large T antigen inhibitors, biochemical (AID 1903); 310,000 compounds, 0.39% hits; inhibition, % at 20 µM; hits with a dose series show IC50 in µM; SV40 large T antigen ATPase/helicase inhibition assay; higher % means a stronger effect; in the data active = a potency from the dose series; inconclusive = inhibition mostly from about 32% at the one dose, without a potency; inactive = the rest, 99 in 100 with inhibition below about 32%; also: strong numbers were not always called active
# PMI inhibitors = MPI enzyme activity inhibition – biochemical, fluorescence intensity, coupled assay, primary screen (AID 1209) | 190,000 compounds, 0.42% hits | purified PMI enzyme, coupled fluorescence intensity; higher % means a stronger effect | one-dose inhibition, % at 20 µM; IC50 in µM for titrated hits;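 also: plate controls were DMSO vehicle for no effect and wells lacking substrate for full effect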
# PMI inhibition = MPI inhibition at elevated mannose 6-phosphate – biochemical, fluorescence intensity, high mannose 6-phosphate, primary screen (AID 1220); recombinant PMI enzyme, coupled fluorescence intensity; higher % means a stronger effect; inhibition, % at 20 µM; hits with a dose series show IC50 in µM; 190,000 compounds, 0.66% hits
# Insulin prom up = MIN6 insulin promoter up-regulation | MIN6 insulin promoter-GFP reporter, high-content imaging; hits give high values | 190,000 compounds, 0.3% hits | z-score at 5 µM | AID 1625;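 active = z-score above 3 at 5 µM with at least 500 cells counted in the well; inconclusive = wells under 500 cells, flagged as cytotoxic or low count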
# ER stress rescue = protection against thapsigargin-triggered cell killing – 384-well, CSM14.1, ATP luminescence, primary screen (AID 1222). CSM14.1 thapsigargin-induced death rescue, ATP luminescence; higher % means a stronger effect. cellular ATP content (survival), % at 20 µM, or EC50 in µM where a hit was titrated. 190,000 tested, under 10 active;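 active = EC50 below 50 µM in the dose-response confirmation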;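 also: death triggered by thapsigargin at about 15 µM added after 2 h compound pretreatment; cell ATP read after overnight thapsigargin exposure of roughly 18 to 22 hours; normalized against plate controls of thapsigargin alone and 5% DMSO vehicle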
# RSV antiviral HEp-2 = RSV antiviral activity via CPE protection, HEp-2 cells, primary 10 µM value included (AID 2391); HEp-2 cells, RSV-induced CPE inhibition; higher % means a stronger effect; CPE inhibition, % at 10 µM; hits with a dose series show IC50 in µM; 310,000 compounds, 0.13% hits; in the data active = a potency from the dose series; inconclusive = CPE inhibition mostly from about 23% at the one dose, without a potency; inactive = the rest, 99 in 100 with CPE inhibition below about 21%; also: strong numbers were not always called active
# West Nile antiviral = West Nile virus antiviral activity, cell-based, CPE readout (AID 1621); West Nile virus-infected cells, CPE inhibition; higher % means a stronger effect; CPE inhibition, % at 10 µM; hits with a dose series show IC50 in µM; 290,000 compounds, 0.02% hits; in the data active = a potency from the dose series; inconclusive = CPE inhibition mostly from about 3.7% at the one dose, without a potency; inactive = the rest, 99 in 100 with CPE inhibition below about 2.2%; also: strong numbers were not always called active
# Salmonella PhoP GFP = PhoP-dependent GFP reporter repression – Salmonella Typhimurium, primary screen (AID 1863); S. Typhimurium PhoP-regulated promoter GFP reporter, 4 h; higher % means a stronger effect; inhibition, % at 50 µM; hits with a dose series show IC50 in µM; 300,000 compounds, 0.16% hits;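 active = inhibition over 29.93%, a cutoff 3 SD above the screen mean, later confirmed by dose response; inconclusive = inhibition over 29.93% but no dose response follow-up; inactive = inhibition at most 29.93% or unconfirmed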;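 also: 0% = low Mg2+ inducing control and 100% = high Mg2+ repressing control; strong numbers were not always called active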
# Insulin prom up cell count = recorded beside Insulin prom up, whose call it bears; cell count; measured here: cytotoxicity, nuclei count;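 total cells summed across four imaged fields per well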
# An asterisk follows results filed as active; ? = inconclusive; . = no result given. Rule as the data show it, unless noted: active = inhibition above about 50%; inactive = the rest.
SMILES	TNAP activators	SV40 large T antigen	PMI inhibitors	PMI inhibition	Insulin prom up	Insulin prom up cell count	ER stress rescue	RSV antiviral HEp-2	West Nile antiviral	Salmonella PhoP GFP
Cc1cccc(C(=O)NC(C(=O)Nc2ccccc2N2CCOCC2)C(C)C)c1 (centres undefined)	1	10.7%	-0.5%	2.7%	0.18	1589	-0.5%	1.8%	-0.2%	-6.1%
CC(C)C(=O)NNC(=O)c1ccccn1	1.2	4.7%	31.3%	24.7%	0.01	1493	-0.8%	0.9%	-0.3%	18.3%
COC(=O)C1=C(N)OC2=C(C(=O)CC(C)(C)C2)C1c1cccnc1 (centres undefined)	0.9	1.6%	0.3%	-0.5%	.	.	0.1%	1.5%	0.6%	6.5%
Cc1ccc(NC(=O)c2c(NC(=O)CCC(=O)O)sc3c2CCCCC3)cc1	1	.	-24.8%	-88.1%	-0.09	1370	1.5%	3.7%	0.1%	.
O=C(NC1CCSc2ccccc21)c1cccc(Cl)c1 (centres undefined)	.	-4.3%	.	.	.	.	.	3.8%	-0.4%	-3.3%
CCOc1ccc(-c2cnc3ccccc3n2)cc1	.	16.0%	.	.	0.1	983	.	8.2%	0.0%	-8.4%
O=C(c1ccc([N+](=O)[O-])cc1)N1CCN(C2=NS(=O)(=O)c3ccccc32)CC1	.	3.2%	.	.	.	.	.	0.1%	-0.5%	-0.6%
Cc1ccc(NS(=O)(=O)c2cccc(C(=O)n3ncc(C#N)c3N)c2)c(C)c1	1.1	0.2%	-1.3%	0.7%	-0.68	1347	0.2%	1.2%	0.5%	-5.1%
COc1ccc(C2CC(c3ccccc3)=NN2C(=O)COC(=O)c2cnc(Cl)c(Cl)c2)cc1 (centres undefined)	1	10.1%	23.4%	9.7%	-0.07	1400	-1.2%	-0.5%	-0.2%	2.8%
O=C(N/N=C/c1ccc(Br)s1)c1ccco1	.	8.6%	.	.	-0.71	1011	.	5.5%	0.0%	-4.3%
COc1ccc(-c2c(NC(=O)c3ccco3)oc3ccc(Cl)cc3c2=O)cc1	.	-0.1%	.	.	.	.	.	0.1%	0.0%	1.6%
COCC(=O)N1CCC(Oc2ccc(C(=O)NCCc3ncccc3C)cc2)CC1	.	-2.5%	.	.	.	.	.	1.7%	-0.1%	7.7%
Cc1[nH]c2ccccc2c1C(=O)CSc1nccc(=O)[nH]1	.	7.3%	.	.	0.72	1314	.	1.7%	0.2%	-4.4%
O=C(NCC1CCCN(C(=O)NCc2ccccc2)C1)c1ccc2c(c1)OCO2 (centres undefined)	1	3.0%	9.7%	8.3%	-0.5	1518	-0.4%	1.9%	-0.4%	8.6%
C/C(CC(=O)Nc1ccc2c(c1)OCCO2)=N\NC(=O)c1ccccc1F	.	-1.7%	.	.	.	.	.	0.4%	-0.2%	5.2%
COc1ccc(CC(=O)N/N=C(\C)CC(=O)Nc2cccc(F)c2)cc1	.	14.4%	.	.	.	.	.	1.5%	0.9%	-3.0%
O=C(NCCc1ccccc1Cl)C1CCC(=O)N(CCCc2ccccc2)C1 (centres undefined)	.	9.0%	.	.	.	.	.	1.2%	-0.5%	-6.2%
Fc1ccc(NC(=S)NCCc2ccccn2)cc1	1.1	35.3%	3.7%	-4.6%	-0.31	1470	-0.9%	0.3%	1.6%	-3.1%
O=C(C1CCCCC1)N1CCN(S(=O)(=O)c2ccc(Cl)cc2)CC1	1.2	8.2%	5.8%	7.2%	-0.24	1390	-0.5%	1.9%	-0.5%	-0.5%
O=C(NC1CCCC1)C(c1ccncc1)N(C(=O)c1csnn1)c1ccccc1F (centres undefined)	.	1.8%	.	.	.	.	.	2.1%	0.3%	4.7%
Cc1cccc(N2C(=O)N3[C@H](c4ccc(F)cc4)[C@@H]4C(=O)N(C5CCCCC5)C(=O)[C@@H]4[C@]3(Cc3ccc(Cl)cc3)C2=O)c1	.	2.2%	.	.	.	.	.	4.7%	-1.1%	-1.6%
CN(C)C(=O)COC(=O)c1cccc(S(=O)(=O)Nc2ccc(OCc3ccccc3)cc2)c1	.	10.3%	.	.	.	.	.	5.3%	0.0%	-4.7%
O=c1[nH]c(NCCCO)nc2c1C1(CCCC1)Cc1ccccc1-2	1	0.4%	7.4%	8.5%	-0.33	1212	-1.9%	14.8%	0.1%	1.9%
CC1(C)Cc2c(c(N3CCOCC3)nc3snc(N)c23)CO1	1	20.6%	5.2%	4.1%	.	.	-1.1%	6.0%	?	-1.7%
Cc1cc(C)nc(SCCn2c(N(C)Cc3ccccc3)nc3c2c(=O)n(C)c(=O)n3C)n1	1.1	9.0%	-2.5%	-4.8%	-0.98	1569	0.8%	-0.8%	1.1%	-5.6%
O=C(Nc1cccnc1)c1ccc(Cl)c(S(=O)(=O)N2CCCCCC2)c1	1	16.7%	-4.0%	-3.9%	0.13	937	1.5%	3.4%	0.8%	-9.6%
Cc1cc(=O)[nH]c(N/N=C/c2ccco2)n1	1.1	19.1%	1.0%	-14.2%	0.26	902	-0.2%	1.5%	.	-5.0%
O=C(CCOc1ccccc1F)N1CCN(c2ccccc2O)CC1	1	5.2%	-7.0%	-0.4%	-0.29	1267	-1.0%	-0.5%	0.2%	-1.8%
O=C(CNC(=O)N1CC(=O)Nc2ccccc21)Nc1ccccc1F	.	0.3%	.	.	.	.	.	0.2%	-0.2%	3.4%
Cn1c(=O)c([N+](=O)[O-])c(-n2cnc3ccccc32)c2ccccc21	.	22.2%	.	.	0.2	1103	.	?	?	-11.1%
COc1ccc(CCn2c(=N)c(C(=O)NCCN3CCOCC3)cc3c(=O)n4ccccc4nc32)cc1OC	.	6.8%	.	.	.	.	.	0.4%	-0.4%	-3.4%
Brc1ccc(COn2ccnc2)cc1	1.1	1.0%	6.3%	-2.4%	0.34	1483	-0.1%	.	0.2%	10.9%
C/C(=N\OC(=O)C1CC1)C1CC1c1ccc(F)cc1 (centres undefined)	1.1	4.1%	3.2%	9.1%	-0.34	1331	-0.9%	0.1%	-0.6%	4.8%
CC(C)(C)c1csc(NC(=O)c2ccncc2)n1	1.1	6.3%	17.3%	20.9%	-0.35	1413	1.0%	0.3%	-2.0%	-7.0%
Cc1ccc(Cn2c(CCNc3nc(-c4ccc(Cl)c([N+](=O)[O-])c4)cs3)nc3cc(Cl)c(Cl)cc32)cc1	.	4.1%	.	.	.	.	.	0.4%	-0.4%	11.7%
CC(CCc1ccccc1)NC(=O)c1ccccc1 (centres undefined)	1.1	16.8%	2.8%	3.6%	1.24	844	-1.9%	0.3%	-0.3%	37.5%
CC(=O)c1c(COC(=O)c2ccncc2)nc2ccccc2[n+]1[O-]	1	6.7%	-3.2%	5.3%	4.18*	967*	-0.2%	1.3%	-0.1%	-11.2%
Cc1ccc2cc(CCNC(=O)c3ccc(S(=O)(=O)N4CCOCC4)cc3)c(=O)[nH]c2c1C	.	3.3%	.	.	.	.	.	2.7%	-0.1%	7.2%
CN(CC(=O)Nc1ccc(F)cc1)C(=O)COc1ccc(C(=O)c2ccccc2)cc1	1.1	10.1%	5.7%	-0.6%	0.31	1418	-1.4%	6.3%	-1.2%	11.8%
CC(C)OC(=O)CSc1nnc(CNc2ccc(Cl)cc2)n1C	1.1	3.0%	-2.1%	-0.5%	-0.36	1451	-0.6%	1.9%	-0.3%	12.1%
COc1ccc(-n2c(SC)nc(O)c(Cc3ccccc3)c2=O)cc1	1.2	8.7%	-1.3%	-11.1%	-0.33	1406	2.2%	-0.4%	-0.1%	1.8%
COc1ccc2cnn(-c3ccc(C)cc3)c(=O)c2c1OC	1.1	14.7%	3.6%	-2.5%	.	.	-2.0%	1.5%	-0.2%	0.1%
CCC(=O)/C=C1/Sc2ccccc2N1CC	1.1	5.3%	5.3%	-2.8%	.	.	-0.6%	3.2%	1.4%	2.1%
CC1(C)Cc2c(sc3nc(SCC(=O)O)[nH]c(=O)c23)CO1	1	2.9%	7.1%	13.7%	1.01	1703	-2.3%	1.0%	.	0.7%
Cc1ccc(Nc2c(-c3ccccc3)nc3cnccn23)cc1	1.2	6.7%	2.7%	-0.6%	-0.75	1157	1.5%	0.5%	-1.1%	-10.8%
Cn1c(=O)c2c(nc(NCCCO)n2Cc2cccc(Br)c2)n(C)c1=O	1.1	21.2%	6.4%	12.0%	-0.9	1294	.	15.3%	0.0%	1.7%
Cc1cccc(-c2cnn(-c3cccc([N+](=O)[O-])c3)c2N)c1	1.1	4.9%	8.2%	7.0%	-1.41	1246	-1.0%	3.6%	-0.8%	-5.0%
COc1ccc(NC(=O)CCCSc2ccccc2)cc1	0.9	5.0%	-20.2%	-17.0%	0.69	1140	-0.9%	0.6%	0.5%	-8.6%
Nc1ccc(C(=O)N/N=C/c2ccccc2)cc1	1.1	-4.2%	-1.0%	-8.1%	-0.27	1595	-1.5%	1.2%	0.3%	-12.7%
CC1=NOC(=O)/C1=C/c1ccc2c(c1)OCO2	1.1	16.7%	-9.7%	-15.3%	.	.	-2.8%	-0.2%	-0.1%	10.8%
O=C(O)c1ccc(CNCc2c(Cl)cccc2Cl)cc1	1.1	15.2%	-0.3%	-2.7%	0.14	1770	2.5%	.	0.2%	-10.1%
Nc1nonc1C(=O)N/N=C/c1ccc(-c2cccc(C(=O)O)c2)o1	1.1	15.1%	7.2%	20.2%	0.13	1395	-1.4%	3.9%	0.1%	-4.0%

# A different layout for part of the listing above.
Cc1ccc2cc(CCNC(=O)c3ccc(S(=O)(=O)N4CCOCC4)cc3)c(=O)[nH]c2c1C
  TNAP activators: .; SV40 large T antigen: 3.3%; PMI inhibitors: .; PMI inhibition: .; Insulin prom up: .; Insulin prom up cell count: .; ER stress rescue: .; RSV antiviral HEp-2: 2.7%; West Nile antiviral: -0.1%; Salmonella PhoP GFP: 7.2%
O=C(CNC(=O)N1CC(=O)Nc2ccccc21)Nc1ccccc1F
  TNAP activators: .; SV40 large T antigen: 0.3%; PMI inhibitors: .; PMI inhibition: .; Insulin prom up: .; Insulin prom up cell count: .; ER stress rescue: .; RSV antiviral HEp-2: 0.2%; West Nile antiviral: -0.2%; Salmonella PhoP GFP: 3.4%

# Pulled by compound from the entries so far (two):
SMILES	TNAP activators	SV40 large T antigen	PMI inhibitors	PMI inhibition	Insulin prom up	Insulin prom up cell count	ER stress rescue	RSV antiviral HEp-2	West Nile antiviral	Salmonella PhoP GFP
Nc1ccc(C(=O)N/N=C/c2ccccc2)cc1	1.1	-4.2%	-1.0%	-8.1%	-0.27	1595	-1.5%	1.2%	0.3%	-12.7%
CC(C)(C)c1csc(NC(=O)c2ccncc2)n1	1.1	6.3%	17.3%	20.9%	-0.35	1413	1.0%	0.3%	-2.0%	-7.0%
